# Screens deposited in PubChem by Sanford-Burnham Center for Chemical Genomics.
# CXCR6 inh – blocks human CXCR6 beta-arrestin recruitment. O00574. CHO-K1 PathHunter CXCR6 beta-arrestin, luminescence. inhibition, % at 20 µM. 360,000 tested, 0.36% active. AID 602244; in the data active means inhibition above about 34%, passing the limit was not always enough;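 further: antagonist mode with CXCL16 agonist at 10 nM final; 0% = 10 nM CXCL16 with DMSO and 100% = unstimulated wells without agonist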
# CCR6 antagonist – blocks CCL20-driven beta-arrestin recruitment at human CCR6; P51684; CHO-K1 CCR6 PathHunter beta-arrestin, luminescence, CCL20-stimulated; inhibition, % at 20 µM; 340,000 tested, 0.49% active; AID 493098;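 active means compounds whose inhibition of the agonist-driven luminescence signal at 20 µM reaches about 50%, limit read from the data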;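 further: cells stimulated with CCL20 at 14 nM final; plate controls were DMSO with CCL20 for no effect and DMSO without agonist for full effect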
# Gli-Sufu antag – antagonists of Gli-Sufu signaling; 340,000 tested, 0.74% active; Sufu-KO-LIGHT fibroblasts, Gli luciferase reporter luminescence; inhibition, % at 5 µM; AID 588413;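 active means inhibition above about 55%, limit read from the data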;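 further: 0% = DMSO-treated cells and 100% = wells with medium but no cells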
# GRIN3A LBD mod – modulates the human NR3A ligand-binding domain. 340,000 tested, 2.5% active. Tm shift relative to glycine control, % at 25 µM. NR3A LBD differential scanning fluorimetry, Tm shift; 0% = protein alone, 100% = glycine-bound protein;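 active means melting temperature shift of at least 10% of the positive control shift, at one fixed dose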
# MPTP block – permeability transition pore inhibition. isolated mouse mitochondria, Ca2+ swelling absorbance, 30 min. inhibition, % at 10 µM. 360,000 tested, 1.4% active. AID 602449;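 active means inhibition of 50% or more, scaled per plate between neutral and stimulator controls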;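 further: 0% = DMSO wells given calcium and 100% = 1 mM EGTA wells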
# EBI2 block – EBI2 (human) antagonism. P32249. EBI2 beta-arrestin recruitment, luminescence, 7a,25-OHC stimulated. inhibition, % at 5 µM. 360,000 tested, 0.81% active. AID 651636; in the data active means inhibition above about 38%;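 further: enzyme fragment complementation signal reports receptor beta-arrestin coupling in cells; 0% = agonist plus DMSO wells and 100% = wells without agonist; some results beyond the cut were filed as inactive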
# Target sequence (P32249 whole entry, looked up, the tested form may be a part): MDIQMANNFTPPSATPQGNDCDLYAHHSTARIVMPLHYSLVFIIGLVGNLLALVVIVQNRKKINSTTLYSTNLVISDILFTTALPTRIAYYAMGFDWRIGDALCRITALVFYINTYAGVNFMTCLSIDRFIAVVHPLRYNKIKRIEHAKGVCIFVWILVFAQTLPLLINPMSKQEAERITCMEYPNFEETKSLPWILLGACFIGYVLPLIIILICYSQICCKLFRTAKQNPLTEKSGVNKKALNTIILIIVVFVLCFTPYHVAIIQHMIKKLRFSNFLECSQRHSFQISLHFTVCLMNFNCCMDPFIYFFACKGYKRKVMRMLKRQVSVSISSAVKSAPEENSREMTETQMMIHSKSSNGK
# A3G deaminase – blocks human APOBEC3G single-stranded DNA deamination | Q9HC16 | recombinant A3G, ssDNA deamination FAM/TAMRA fluorescence | inhibition, % at 20 µM | 330,000 tested, 0.28% active | AID 493012;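 active means inhibition of at least 40% at 20 µM, with no more than 30% in the related APOBEC3A deaminase screen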;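 further: plate controls were DMSO wells with A3G for no effect and wells lacking A3G enzyme for full effect; some compounds called inactive have numbers as strong as hits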
# Target sequence (Q9HC16 whole entry, looked up): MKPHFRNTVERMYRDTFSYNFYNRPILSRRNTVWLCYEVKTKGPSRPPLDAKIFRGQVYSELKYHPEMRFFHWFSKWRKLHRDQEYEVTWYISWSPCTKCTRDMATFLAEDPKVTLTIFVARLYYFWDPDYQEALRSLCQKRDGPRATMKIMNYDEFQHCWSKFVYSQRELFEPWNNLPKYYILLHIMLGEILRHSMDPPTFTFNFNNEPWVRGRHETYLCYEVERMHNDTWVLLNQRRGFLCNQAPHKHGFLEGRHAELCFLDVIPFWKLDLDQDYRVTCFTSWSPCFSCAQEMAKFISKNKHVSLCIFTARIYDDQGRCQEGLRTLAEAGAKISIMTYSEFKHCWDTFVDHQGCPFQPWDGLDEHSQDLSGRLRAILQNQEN
# A3A deaminase – human APOBEC3A DNA deaminase inhibition | 330,000 tested, 0.41% active | recombinant A3A, FAM/TAMRA ssDNA deamination fluorescence | P31941 | AID 493011 | inhibition, % at 20 µM;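 active means at least 40% inhibition at 20 µM here, with at most 30% in a related deaminase screen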;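 further: plate controls were A3A with DMSO for no effect and wells lacking A3A enzyme for full effect; some results filed as inactive read as strong as hits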
# Target sequence (P31941 whole entry, looked up): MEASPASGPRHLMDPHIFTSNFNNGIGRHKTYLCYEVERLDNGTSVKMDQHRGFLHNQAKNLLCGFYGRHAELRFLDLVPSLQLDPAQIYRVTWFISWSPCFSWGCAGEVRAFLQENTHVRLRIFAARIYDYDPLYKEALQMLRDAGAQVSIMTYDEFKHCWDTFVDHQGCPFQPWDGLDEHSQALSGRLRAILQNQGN
# * = called active by the depositor; · = no result given.
SMILES,CXCR6 inh,CCR6 antagonist,Gli-Sufu antag,GRIN3A LBD mod,MPTP block,EBI2 block,A3G deaminase,A3A deaminase
CC1(C)CC(=O)C2=C(C1)OC(N)=C(C#N)C21C(=O)N(Cc2ccccc2Cl)c2ccccc21 (centres undefined),4,-10,-4,-8,-0.2,-12,-7,-6
O=C1Cc2ccccc2C(=O)N1Cc1cccc(Cl)c1,2,6,3,-4,1.4,3,·,·
CCOc1ccc(NS(=O)(=O)c2ccc(NS(C)(=O)=O)cc2)cc1,-15,-16,-26,0,-6.1,2,1,3
Cc1cc(C)nc(NS(=O)(=O)c2ccc(NC(=O)c3cccc(N4C(=O)CCC4=O)c3)cc2)n1,7,6,-8,-2,-0.3,-12,-6,-5
O=C(NCC1CCN(Cc2ccc(F)cc2)CC1)Nc1cc(F)ccc1F,3,11,8,10*,5.1,12,-8,-2
CCNC(=S)Nc1ccc(S(=O)(=O)Nc2cc(C)nc(C)n2)cc1,0,2,-2,1,-1.8,-1,-7,6
NC(=O)CC(NC(=O)c1ccccc1)c1ccc(N2CCN(c3ccccc3)CC2)c([N+](=O)[O-])c1 (centres undefined),-6,7,38,-18,0.8,-9,-10,-3
CN(C)c1cccc(C(=O)NCC(c2ccco2)N(C)C)c1 (centres undefined),4,18,-10,0,0.0,5,-9,-1
COc1ccc(CCNC(=O)CN2CCC(C)CC2)cc1OC,4,15,9,-2,-0.4,-7,-3,-1
C[C@H](CO)N1C[C@H](C)[C@@H](CN(C)S(=O)(=O)c2ccc(F)cc2)Oc2c(NC(=O)Nc3ccccc3)cccc2C1=O,-3,5,3,-9,0.6,0,-5,0
COC(=O)c1c(N)sc2c1CC(C)(C)OC2,2,-12,-17,-3,-0.1,6,-2,-6
Cc1cc(C)c2c(c1)c(C)cc1nnc(SCC(=O)c3cccs3)n12,5,5,-2,-1,1.7,4,-9,-3
CSCC[C@H](NC(=O)Nc1ccc(OC(F)(F)F)cc1)C(=O)O,4,11,3,-2,1.7,0,-7,-2
COC(=O)CSc1nnc(-c2ccco2)n1-c1ccc(C)cc1,6,17,3,1,-0.9,0,-3,-1
CCOC(=O)c1c(-c2ccccc2)nc2ccc(C)cn12,4,16,-49,-2,2.8,4,-7,-1
O=C(CSc1nnc2ccccn12)NNC(=O)c1ccccc1F,-1,13,5,-2,0.3,-11,1,0
COc1ccc(/C=C(\C#N)C(=O)OCC(=O)N2CC(C)OC(C)C2)cc1 (centres undefined),0,7,-5,0,0.4,-6,-4,-2
COc1cc(CN(C)CCc2ccccn2)cc(OC)c1OC,-1,-20,-2,1,-4.9,-24,-4,-3
COc1cccc(C(=O)N/N=C/c2ccc(OC)c(COc3ccccc3C(N)=O)c2)c1,-4,12,·,-7,-0.9,6,-2,1
CN1CCN(CCCn2cnc3c(=O)oc4ccccc4c32)CC1,13,-6,4,-1,-0.2,-5,-1,1
CC(=O)c1cnc2c(-c3ccc(Cl)cc3)cnn2c1C,1,9,-54,2,-6.0,29,-4,-3
CC(=O)c1ccc2c(c1)OCCOCCOCCOCCOCCO2,1,-4,-3,-6,1.3,-3,-1,-1
CCC1S/C(=N/N=C/c2ccco2)NC1=O (centres undefined),-8,14,12,-1,-10,-16,-2,1
CCOC(=O)c1ccc(NC(=O)COc2ccc(CNCCO)cc2OCC)cc1,0,18,17,-2,0.1,-7,-8,3
COc1ccccc1NC(=O)c1ccc(NC(=O)COC(=O)C2CC2C)cc1 (centres undefined),0,6,-2,-14,1.0,-5,7,3
O=c1oc(/C=C/c2ccc([N+](=O)[O-])s2)nc2ccccc12,-10,0,-3,0,-0.1,-2,4,43*
CCC(=O)Oc1ccc(C(=O)Nc2cccc(C(=O)NCC(C)C)c2)cc1,-10,10,-4,-5,0.0,-3,-1,0
COC(=O)C(NC(C)=O)(Nc1ccccc1)C(=O)OC,0,5,2,-2,0.1,-10,-5,-5
CC(=O)N1CCn2c3ccc(C)cc3c3cccc1c32,0,5,2,3,0.9,-10,-7,-7
O=C(CN1CCN(S(=O)(=O)c2ccc(F)cc2)CC1)NC1CCCC1,-10,6,4,1,-1.0,-6,-4,1
Cc1ccc2oc(C(=O)Nc3ccc(S(=O)(=O)Nc4onc(C)c4C)cc3)c(C)c2c1,-8,6,-15,-1,-1.2,3,0,0
O=C(COC(=O)c1ccc2ncsc2c1)Nc1ccc(Cl)cc1,-7,10,-19,-1,0.0,-3,-5,2
COc1cccc(C(=O)c2c(C)c(CCC#N)n3ccccc23)c1OC,-4,19,8,1,0.3,-8,-5,-3
CCOC(=O)N1CCC(Nc2c(NCCCN3CCN(CC)CC3)c(=O)c2=O)CC1,9,-8,1,1,-0.8,2,-6,-1
CC(=O)c1cnc(-c2ccccc2)s1,-4,11,-11,1,-0.9,-6,-1,2
Cc1ccc(NC(=O)Cc2cccs2)cc1Cl,-9,1,-28,-11,9.3,-1,-7,-5
Cc1cc(C)c2c(=O)n(CC(=O)Nc3cccc(F)c3)sc2n1,10,30,-6,4,7.0,11,76*,5
COc1ccccc1CN(C)C(=O)c1cccc(S(=O)(=O)N2CCc3ccccc3C2)c1,8,10,3,-3,0.1,10,-9,-3
CC(C)CC(NC(=O)C(NC(=O)OC(C)(C)C)C(C)C)C(=O)N1CCCC1C(N)=O (centres undefined),6,8,4,0,1.5,0,-5,-5
NC(=O)CSc1nc(-c2ccccc2)c(-c2ccccc2)o1,-4,12,-3,-2,0.9,2,2,-3
O=C(Cc1ccccc1)Nc1nc(=O)c2ccccc2s1,3,-6,-23,-2,-0.2,4,-5,-3
CC(C)NC(=O)C1CCN(Cc2cccc(Oc3ccccc3)c2)CC1,6,1,14,2,-0.1,-4,-5,-7
Cc1ccc(C(C)C)c(OCc2nnc(SCC(=O)Nc3nccs3)n2C)c1,2,-3,3,0,1.2,0,-3,-3
COc1ccccc1NC(=O)c1ccc(S(=O)(=O)N2CCCC2)cc1,2,20,-5,-2,0.4,-6,-6,0
Cc1cc(C)n2nc(SCC(=O)N(CCC#N)c3ccc(F)cc3)nc2n1,-6,9,-33,-1,-0.3,0,-7,2
CCN1CCCC1CNCC(O)COc1ccc(C(C)(C)C)cc1C (centres undefined),7,9,10,-4,44,-11,-3,1
O=C(CCl)NCCCCCCCCCNC(=O)CCl,1,-9,14,1,1.3,-8,-12,-5
CCN1CCN(S(=O)(=O)c2ccc3ccccc3c2)CC1,11,2,6,0,0.4,0,-1,0
Cc1ccccc1N1C(S)=C(C#N)C(=O)NC1c1ccco1 (centres undefined),2,9,2,1,-2.6,9,-4,5
CC(C)(C)C(=O)/C=C1\NC(=O)CS1,5,-7,0,0,1.3,12,-13,-5
# (more compounds)
SMILES,CXCR6 inh,CCR6 antagonist,Gli-Sufu antag,GRIN3A LBD mod,MPTP block,EBI2 block,A3G deaminase,A3A deaminase
N#Cc1cccc(NC(=O)CN2C(=O)NC(Cc3ccccc3)C2=O)c1 (centres undefined),-6,7,6,0,0.2,-9,-4,-1
CN1CCN(S(=O)(=O)c2cccc(C(=O)Nc3cccc(S(N)(=O)=O)c3)c2)CC1,-1,-2,-28,1,-2.2,-1,-9,-7
Cc1cccc(-c2ccc3ncnc(NCc4cccnc4)c3c2)c1,4,-5,3,-6,-0.2,-3,-7,1
COc1cc([N+](=O)[O-])cc(/C=N/NC(=O)c2cccnc2)c1O,19,16,7,-1,-12,0,0,8
CCCCn1c(N)c(N(CCOC)C(=O)CN2C(=O)NC3(CC(C)CC(C)(C)C3)C2=O)c(=O)[nH]c1=O (centres undefined),5,3,-3,-2,0.1,-1,·,·
CC(=O)NCCOc1cccc(OCCNC(C)=O)c1,5,10,17,-1,-1.7,1,0,3
COCc1c(C(=O)OC/C(O)=C(\C#N)c2nc3ccccc3[nH]2)oc2ccccc12,10,17,-1,-4,-0.2,-18,-7,-2
COc1ccc(/C=C(\C)C(=O)c2c(C)cc(C)[nH]c2=O)cc1,1,8,-2,-1,0.5,-6,6,3
CC(C)(C)c1ccc(OCC(=O)NNC(=O)c2cccnc2)cc1,0,-3,4,0,1.2,3,-6,-1
O=C(COc1ccc(F)cc1)N/N=C/c1cccc2cccnc12,23,12,8,-2,-0.9,-2,-3,2
O=C(N/N=C/c1ccc(OC(=O)c2cccs2)cc1)c1ccccn1,4,-10,-62,-22,0.1,-30,-6,-3
Cc1c(N2C(=O)/C(=C/c3ccc(N(C)C)cc3)N(C)C2=S)c(=O)n(-c2ccccc2)n1C,21,39,10,-1,10,22,·,·
O=C(NC(Cc1ccccc1)C(=O)O)/C(=C\c1ccccc1)NC(=O)c1ccc(Br)o1 (centres undefined),2,6,8,2,-0.5,0,-10,-2
C=CCNC(=O)C1CC=CCC1C(=O)O (centres undefined),-6,0,-8,0,-1.3,-8,-4,2
CCOC(=O)N1CCN(C(=O)/C(=C/c2cccc3ccccc23)NC(=O)c2ccc(OC)c(OC)c2)CC1,-3,-6,-5,0,1.9,-10,-5,-1
Cc1c(Cl)cccc1NC(=S)N1CCN(c2ncccn2)CC1,-1,4,-3,0,-0.6,2,0,1
CCOc1ccccc1NC(=O)CCS(=O)(=O)c1ccc2c(c1)CCN2C(C)=O,-1,-7,6,0,-1.3,-5,-3,3
CC(NC(=O)C12CC3CC(CC(C3)C1)C2)C(=O)NCCN(C)C (centres undefined),1,-16,-13,-2,0.9,-15,-5,-2
CN1CCCC(OC(=O)c2ccc(Cl)cc2)C1 (centres undefined),2,2,-9,1,0.3,3,-11,-5
CCOCC(=O)Nc1nc2ccccc2s1,0,5,6,1,-0.3,16,-5,2

# Record cards, from the list above. Screens in order: CXCR6 inh, CCR6 antagonist, Gli-Sufu antag, GRIN3A LBD mod, MPTP block, EBI2 block, A3G deaminase, A3A deaminase
# O=C(N/N=C/c1ccc(OC(=O)c2cccs2)cc1)c1ccccn1 reads 4, -10, -62, -22, 0.1, -30, -6, -3
# O=C(NC(Cc1ccccc1)C(=O)O)/C(=C\c1ccccc1)NC(=O)c1ccc(Br)o1 (centres undefined) reads 2, 6, 8, 2, -0.5, 0, -10, -2
# CCOc1ccccc1NC(=O)CCS(=O)(=O)c1ccc2c(c1)CCN2C(C)=O reads -1, -7, 6, 0, -1.3, -5, -3, 3

# Next section
SMILES,CXCR6 inh,CCR6 antagonist,Gli-Sufu antag,GRIN3A LBD mod,MPTP block,EBI2 block,A3G deaminase,A3A deaminase
Cc1c(NS(=O)(=O)c2ccc(NCCN3CCOCC3)c([N+](=O)[O-])c2)c(=O)n(-c2ccccc2)n1C,-6,9,-5,-1,-2.8,-5,-2,-3
Cc1ccc(S(=O)(=O)N2[C@@H](c3ccc(Cl)c(Cl)c3)C(C(=O)O)=C[C@H]2C(C)(C)C)cc1,-1,16,2,-4,2.1,-5,-8,-6
Cc1nn(-c2ccc(F)cc2)c(Cl)c1/C=C/C(=O)OCC(=O)Nc1ccc(F)cc1F,-3,10,-6,2,0.8,2,-1,0
O=C(COC(=O)C1(c2ccccc2)CC1)N1CCN(c2ccc(F)cc2)CC1,-2,3,3,2,-0.5,2,-5,-6
CCn1nc(C(=O)Nc2nc3ccc(C)cc3s2)c2ccccc2c1=O,-1,-1,3,1,2.1,17,-3,-1
COc1cc(C(=O)N2CCN(S(=O)(=O)c3cccc(F)c3)CC2)ccc1OCC(=O)N1CCOCC1,6,-3,-10,0,-1.1,-2,7,-3
CCNC(=O)CC1C(=O)N(c2ccc(OC)cc2)C(=O)N1Cc1ccc(OC)cc1 (centres undefined),-5,-3,3,-3,-0.8,-6,-3,0
O=c1[nH]c(/C=C\c2ccc(O)c(Cl)c2)nc(O)c1[N+](=O)[O-],14,31,-2,-2,0.1,-6,3,2
COc1cc2c(cc1OC)CN(Cc1cc(=O)n3cc(C)ccc3n1)CC2,2,13,4,-1,-0.3,-2,-7,-3
Fc1ccc(-c2nnc(CSc3nnc(-c4cccs4)o3)o2)cc1,0,3,-27,1,0.6,-6,-9,-5
COCCCNC(=O)c1cc2c(-c3cccc(OC)c3)nn(C)c2s1,9,13,·,-3,1.0,0,-9,-3
O=C(O)c1cccc2c1-c1ccc(Cl)cc1C2=O,6,-4,28,14*,-1.9,4,·,·
